PglD inh: PglD (C. jejuni) enzyme inhibition | purified PglD enzyme, DTNB colorimetric CoA detection | inhibition, % at 12.5 µM | 360,000 compounds, 0.098% hits | AID 602405; in the data active means inhibition above about 16%, passing the limit was not always enough; further: strong numbers were not always called active
GSIS activator: primary screen for activators of insulin secretion dependent on glucose, INS-1E cells, GLuc reporter luminescence; 370,000 compounds, 0.61% hits; INS-1E GLuc reporter insulin secretion, 2-3 h; AID 743287; activation, % at 16.6 µM;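 active means lowest replicate activation of at least 40%, so every replicate reaches that level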;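 further: 0% = median of neutral control wells and 100% = median of IBMX positive control wells; some compounds called inactive have numbers as strong as hits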
LGR2 antag: inhibitors of bursicon-induced Drosophila LGR2 receptor cAMP signaling; HEK293 LGR2, CRE-luciferase, bursicon-stimulated, 4 h; inhibition, % at 9.99 µM; 380,000 compounds, 0.35% hits; AID 720647;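 active means drop in luminescence signal, shown as inhibition above about 50% in the replicate tests, limit read from the data, passing the limit was not always enough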;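 further: agonist challenge used bursicon conditioned medium at about half maximal strength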
Cneo AK release: causes C. neoformans cell lysis. lysis activity, % at 15 µM. 360,000 compounds, 0.2% hits. adenylate kinase release luminescence, 4 h; normalised: neutral wells 0, clomiphene wells 100;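 active means mean lysis activity across replicates of at least 80%, whatever share of replicates individually reach that level; inactive means mean lysis activity below 80%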
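Material: C. neoformans cells | Amount: Yeast cell density of 5 × 10^6 cells/mL | Medium: Fresh YPD growth medium | Dosing: Single dose | Times: Static 4 h at 37 °C with compound, 1 h detection | Detection: AK luminescence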
Statin myotox sup: suppression of simvastatin myotoxicity | C2C12 myotubes + simvastatin, ATP luminescence, 48 h; scaled: DMSO 0, geranylgeraniol control 100 | rescue of ATP level, % at 7.49 µM | 330,000 compounds, 0.78% hits;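 active means mean ATP rescue above about 67%, or every replicate alone reaching that limit, limit read from the data, passing the limit was not always enough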;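 further: myotubes were challenged with 10 µM simvastatin during compound exposure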
An asterisk follows results filed as active; . = not tested or not shown; & = joins results of further samples. This is a subset; count on the stated rates, not on these rows.

The first 2 records, to show the layout:
#	SMILES	PglD inh	GSIS activator	LGR2 antag
1	NCC[C@@H]1CC[C@H](NC(=O)C2CC2)[C@H](CO)O1	.	3	-2
2	C/C=C/c1ccc([C@H]2[C@@H](CO)N(CCC)[C@@H]2CNC(=O)NC2CCCC2)cc1	.	-5	2

#	Cneo AK release	Statin myotox sup
1	.	.
2	.	.

This part in full, previewed entries included:
#	SMILES	PglD inh	GSIS activator	LGR2 antag
1	NCC[C@@H]1CC[C@H](NC(=O)C2CC2)[C@H](CO)O1	.	3	-2
2	C/C=C/c1ccc([C@H]2[C@@H](CO)N(CCC)[C@@H]2CNC(=O)NC2CCCC2)cc1	.	-5	2
3	O=c1ccn(C2CC(O)C(COC(c3ccccc3)(c3ccccc3)c3ccccc3)O2)c(=O)[nH]1 (configuration not stated)	.	-25	4
4	C[C@H](CO)N1C[C@H](C)[C@H](CN(C)Cc2ccc(C(=O)Nc3ccccc3N)cc2)Oc2ccc(NC(=O)NC3CCCCC3)cc2C1=O	.	7	14
5	COc1ccc2c3c(n(C)c2c1)[C@@H](CO)N(C(=O)CC1CC1)CC31CN(C(=O)CC2CC2)C1	.	0	37
6	COc1ccc2c3c([nH]c2c1)[C@@H](CO)N(C(=O)c1ccncc1)CC31CCN(Cc2cccnc2)CC1	.	-7	13
7	COc1ccc2c3c([nH]c2c1)[C@H](CO)N(S(=O)(=O)c1ccccc1)CC31CCN(C)CC1	.	22	2
8	C[C@H](CO)N1C[C@H](C)[C@H](CN(C)C(=O)NC2CCCCC2)Oc2ncc(C#Cc3ccc(F)cc3)cc2C1=O	.	-21	-3
9	CCC(=O)N1[C@H](CO)[C@H](c2ccc(C3=CCCCC3)cc2)[C@H]1CNC1CCCC1	.	-1	-26
10	COCC(=O)N1CC2(CN(Cc3ccc(OC)cc3)C2)c2c([nH]c3cc(OC)ccc23)[C@@H]1CO	.	27	-7
11	CCNC(=S)N(Cc1cc2cc(C)cc(C)c2[nH]c1=O)C1CCCC1	.	9	9
12	C[C@H](CO)N1C[C@H](C)[C@H](CN(C)CC2CCCCC2)Oc2ccc(NC(=O)CCCCCC(=O)Nc3ccccc3N)cc2C1=O	.	16	-6

#	Cneo AK release	Statin myotox sup
1	.	.
2	.	.
3	.	.
4	.	.
5	.	.
6	.	.
7	.	.
8	.	.
9	.	.
10	.	.
11	.	.
12	.	.

(next part)
#	SMILES	PglD inh	GSIS activator	LGR2 antag
13	O=C(NCC(c1cccs1)N1CCOCC1)c1cc(S(=O)(=O)N2CCOCC2)c(Cl)cc1Cl (configuration not stated)	.	-5	4
14	COc1ccc2c3c(n(C)c2c1)[C@H](CO)N(C(=O)Cc1ccccc1)CC31CN(C(=O)Cc2ccccc2)C1	.	-29	-14
15	CN(C)C(=O)c1cccc(-c2ccc3c(c2)[C@@H]2[C@@H](CCN2C(=O)C2CCC2)[C@H](CO)N3)c1	.	23	-8
16	CC(=O)NC[C@H]1[C@@H](c2ccc(C#CC(C)(C)O)cc2)[C@@H](CO)N1C(=O)CC1CC1	.	-3	-5
17	O=C(CC1CC1)N1[C@@H](CO)[C@H](c2ccccc2)C12CN(Cc1ccncc1)C2	.	-14	24
18	Cc1ccccc1S(=O)(=O)N1[C@H](C#N)[C@H](c2ccc(C#CC3CCCC3)cc2)[C@@H]1CO	.	-17	8
19	COc1ccc2c3c(n(C)c2c1)[C@@H](CO)N(CC1CC1)CC31CN(C(=O)c2cccc(F)c2)C1	.	-22	7
20	COc1ccccc1-c1cnc2c(c1)C(=O)N([C@@H](C)CO)C[C@@H](C)[C@@H](CN(C)CC1CC1)O2	.	29	5
21	O=C(Nc1ccccc1)N[C@@H]1CC[C@@H](CCn2cc(-c3ccccc3F)nn2)O[C@H]1CO	.	9	11
22	N#C[C@@H]1[C@H](c2ccc(C#CC3CCCCC3)cc2)[C@H](CO)N1C(=O)Nc1ccc(F)cc1	.	-11	10
23	CCOC(=O)CN(Cc1sccc1C)C(=O)Nc1ccc(OCC)cc1	.	-8	5
24	COc1ccc2c3c(n(C)c2c1)[C@@H](CO)N(C(=O)Nc1cccc(F)c1)CC31CCN(Cc2nccs2)CC1	.	-13	4

#	Cneo AK release	Statin myotox sup
13	.	.
14	.	.
15	.	.
16	.	.
17	.	.
18	.	.
19	.	.
20	.	.
21	.	.
22	.	.
23	.	.
24	.	.

Next part.
#	SMILES	PglD inh	GSIS activator	LGR2 antag
25	Cc1ccc(-c2ccccc2[C@@H]2[C@@H](CO)N(C(=O)NC3CCCC3)[C@H]2C#N)cc1	.	-9	22
26	O=S(=O)(C(=CNc1ccccc1)S(=O)(=O)c1ccccc1)c1ccccc1	.	-15	6
27	O=C(Nc1ccccc1)c1cc(Cl)nc2ccccc12	.	23	-12
28	COc1cccc(CN2CC3(CN(S(C)(=O)=O)C3)c3c(n(C)c4cc(OC)ccc34)[C@H]2CO)c1	.	-6	1
29	O=C(CCN1CCCCC1)NCC[C@H]1CC[C@H](NC(=O)C2CCCCC2)[C@@H](CO)O1	.	25	8
30	COc1ccc(C(=O)NC2CC(C)(C)Cc3occc32)cc1 (configuration not stated)	.	9	1
31	O=C(c1ccccc1)N1CC2(C1)[C@@H](c1ccccc1)[C@H](CO)N2C(=O)CC1CC1	.	11	-2
32	Cc1ccc(C(=O)C2=C(O)C(=O)N(Cc3cccnc3)C2c2cccc(Oc3ccccc3)c2)o1 (configuration not stated)	.	-13	16
33	CCCc1ccc2c(C)cccc2n1	.	18	-12
34	O=C1c2ccccc2C(=O)C12OC(c1ccccc1)C1(C(=O)c3ccccc3C1=O)C2c1cccc([N+](=O)[O-])c1 (configuration not stated)	.	10	3
35	O=C(C1CCC1)N1CC2(C1)[C@@H](c1ccccc1)[C@@H](CO)N2Cc1ccc(Cl)cc1	.	-4	-3
36	COc1cccc(C#Cc2ccc([C@H]3[C@H](C#N)N(C(=O)C4CCCC4)[C@H]3CO)cc2)c1	.	-1	6

#	Cneo AK release	Statin myotox sup
25	.	.
26	.	.
27	.	.
28	.	.
29	.	.
30	.	.
31	.	.
32	.	.
33	.	.
34	.	.
35	.	.
36	.	.

(next part)
#	SMILES	PglD inh	GSIS activator	LGR2 antag
37	CC(C)CC#Cc1ccc([C@@H]2[C@H](CO)N3C(=O)CN(C(=O)NC4CCCC4)C[C@@H]23)cc1	.	9	3
38	O=C(C1CCCC1)N1CC2(C1)[C@@H](c1ccccc1)[C@H](CO)N2C(=O)c1cccnc1	.	16	9
39	C/C=C/c1ccc([C@H]2[C@@H](CO)N(C(=O)C3CCC3)[C@@H]2CN(CC)C(=O)CC)cc1	.	-2	2
40	C[C@@H]1CCCCO[C@@H](CN(C)C(=O)C2CCCCC2)[C@H](C)CN([C@@H](C)CO)C(=O)c2cc(NC(=O)CCCN(C)C)ccc2O1	.	13	-4
41	COc1ccc2c3c(n(C)c2c1)[C@@H](CO)N(C(=O)Cc1ccccn1)CC31CN(CC2CCOCC2)C1	.	9	3
42	OC[C@H]1N[C@@H](CNCC2CCC2)[C@@H]1c1ccc(C2=CCCCC2)cc1	.	5	3
43	COc1ccc2c3c(n(C)c2c1)[C@H](CO)N(C(C)=O)CC31CCN(C(=O)c2ccccc2)CC1	.	-4	-13
44	Cn1cc([N+](=O)[O-])c(C(=O)Nc2cc(Oc3cccnc3)cc([N+](=O)[O-])c2)n1	.	-5	-5
45	O=C(NC[C@H]1N[C@H](CO)[C@@H]1c1ccc(-c2cncnc2)cc1)C1CCCC1	.	5	15
46	CC1=NN(C(N)=S)C(=O)C1N=Nc1ccc(C)cc1C (configuration not stated)	.	4	-51
47	Cc1ccc(NC(=O)Cc2nnc(SCC(=O)c3ccc(Br)cc3)n2C)cc1Cl	.	1	9
48	c1ccc(SCc2nc3ccccc3[nH]2)cc1	.	4	-54

#	Cneo AK release	Statin myotox sup
37	.	.
38	.	.
39	.	.
40	.	.
41	.	.
42	.	.
43	.	.
44	.	.
45	.	.
46	.	.
47	.	.
48	.	.

Remaining list, next part
#	SMILES	PglD inh	GSIS activator	LGR2 antag
49	O=C(C1CCCC1)N1CC(=O)N2[C@H](CO)[C@@H](c3ccc(-c4ccccc4F)cc3)[C@H]2C1	.	-6	-5
50	CCOC(=O)CNc1ncc([N+](=O)[O-])cc1C#N	.	15	-5
51	CCNc1ccccc1	.	15	12
52	Clc1ccc2[nH]c3c(NCC4CCCO4)ncnc3c2c1 (configuration not stated)	.	-43	-15
53	COc1cccc(C#Cc2ccc3c(c2)[C@@H]2[C@@H](CCN2C(=O)c2ccccc2F)[C@H](CO)N3)c1	.	4	-10
54	c1ccc(-c2ccc(C3[C@H]4CNC[C@@H]3N4Cc3nccs3)cc2)cc1 (some centres not stated)	.	-3&11	-1&-14
55	CCC(=O)NC[C@H]1[C@@H](c2ccc(-c3ccc(F)cc3)cc2)[C@@H](CO)N1C(=O)CC	.	-5	2
56	COc1cc2c(c(OC3OC(CO)C(O)C(O)C3O)c1)C(=O)CC(c1ccc(O)cc1)O2 (configuration not stated)	.	-1	11
57	CCCC#Cc1ccc([C@H]2[C@@H](CO)N(C(C)=O)[C@@H]2CNC(=O)C2CC2)cc1	.	-1	-9
58	COc1ccccc1-c1ccc([C@H]2[C@@H](CO)N[C@@H]2CNC(=O)C2CCCC2)cc1	.	10	4
59	Fc1cccc(-c2ccc(C3[C@H]4CNC[C@@H]3N4Cc3cccnc3)cc2)c1 (some centres not stated)	.	13	19
60	COc1ccc2c3c(n(C)c2c1)[C@@H](CO)N(C(=O)Nc1ccc(F)cc1)CC31CN(S(=O)(=O)c2cccc(C)c2)C1	.	-7	19

#	Cneo AK release	Statin myotox sup
49	.	.
50	.	.
51	.	.
52	.	.
53	.	.
54	.	.
55	.	.
56	.	.
57	.	.
58	.	.
59	.	.
60	.	.

Later entries.
#	SMILES	PglD inh	GSIS activator	LGR2 antag
61	CC(=O)c1cccc(NC(=O)Nc2cnn(Cc3ccc(F)cc3)c2)c1	.	-2	-26
62	COc1ccc2c3c(n(C)c2c1)[C@H](CO)N(CC1CC1)CC31CN(C(C)=O)C1	.	14	-2
63	C[C@H]1CN([C@@H](C)CO)C(=O)Cc2cc(N(C)C)ccc2O[C@H]1CN(C)Cc1ccc(C(=O)Nc2ccccc2N)cc1	.	35	-23
64	COC(=O)c1c(NC(=O)Cc2ccc(OC)c(S(=O)(=O)N3CCOCC3)c2)sc(C)c1C	.	-8	-7
65	C/C=C/c1ccc([C@H]2[C@@H](CO)N(C(=O)NCCC)[C@H]2CN(C)C(C)=O)cc1	.	5	7
66	C/C=C/c1ccccc1[C@H]1[C@@H](C#N)N(c2nc(CC)cs2)[C@H]1CO	.	-12	-21
67	CCS(=O)(=O)N1CC2(CN(C(=O)CN3CCOCC3)[C@@H](CO)c3c2c2ccc(OC)cc2n3C)C1	.	23	-5
68	O=C(NCc1cccc(C(F)(F)F)c1)c1ccc2sc(C3=C[C@@H](O)[C@@H](O)[C@@H](CO)O3)nc2c1	-5	.	.
69	CCOC(=O)c1ccc(-c2nnc(-c3ccc(Cl)cc3Cl)o2)cc1	1	.	.
70	Cc1ccccc1C(NC(=O)C1CCN(Cc2ccc(Oc3ccccc3)cc2)CC1)c1ccsc1 (configuration not stated)	2	.	.
71	CCCN1Cc2cccc(C(=O)N3CCN(c4cc(Cl)ccc4C)CC3)c2C1=O	0	.	.
72	CC1(C)C(O)=C(c2nc3ccccc3[nH]2)C(=N)N1c1ccccc1	-2	.	.

#	Cneo AK release	Statin myotox sup
61	.	.
62	.	.
63	.	.
64	.	.
65	.	.
66	.	.
67	.	.
68	0	6
69	-1	3
70	-1	-39
71	-3	-36
72	-1	6

(list continues)
#	SMILES	PglD inh	GSIS activator	LGR2 antag
73	CCCS(=O)(=O)NC(=O)C1(C)CCCN(C(=O)c2nc(C)oc2C)C1 (configuration not stated)	2	.	.
74	CCCC(=O)N1CCC1(C)C(=O)Nc1cccc(F)c1 (configuration not stated)	1	.	.
75	COc1ccc(-c2csc(C(O)c3ccccc3)n2)cn1 (configuration not stated)	-1	.	.
76	Cc1cccc(C)c1C(O)c1ncc(-c2ccc(F)cc2)[nH]1 (configuration not stated)	7	.	.

#	Cneo AK release	Statin myotox sup
73	0	7
74	0	-4
75	-1	12
76	1	-2

Ordered by value in PglD inh (falling): four of the compounds above
item	Structure	PglD inh
76	Cc1cccc(C)c1C(O)c1ncc(-c2ccc(F)cc2)[nH]1 (configuration not stated)	7
74	CCCC(=O)N1CCC1(C)C(=O)Nc1cccc(F)c1 (configuration not stated)	1
71	CCCN1Cc2cccc(C(=O)N3CCN(c4cc(Cl)ccc4C)CC3)c2C1=O	0
72	CC1(C)C(O)=C(c2nc3ccccc3[nH]2)C(=N)N1c1ccccc1	-2

High-throughput results from PubChem.
